Screening data (PubChem)
PKM2 activator: activators of human pyruvate kinase M2; purified PKM2, Kinase-Glo ATP luminescence, activation; response scale: 0% is enzyme alone, no compound; Potency, µM (titrated, usually from 57.5 µM), for inactives: at the highest dose activation, hits mostly activators; 0.34% of 260,000 active; note: potency is the fitted concentration of half-maximal effect; % is set by controls: 0 for no effect and ±100 for the full control effect; nearly all actives have a fitted effect of over 55% in size
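Purified hPK-M2 (>95% pure) converted ADP (0.1 mM final) to ATP with 0.5 mM PEP in 50 mM imidazole pH7.2, KCl, MgCl2, Tween 20, BSA; 1 h at room temperature. ATP detected by Kinase-Glo luminescence.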
GALK inhibitor: inhibitors of human galactokinase; P51570; Purified GALK, Kinase-Glo residual ATP luminescence; Potency, µM (titrated, usually from 57.5 µM), without a hit: top-dose activity change, negative = inhibition, most hits filed as inhibitors; 0.007% of 270,000 active; note: potency is the fitted concentration of half-maximal effect; % is set by controls: 0 for no effect and ±100 for the full control effect
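Human GALK (5 nM) with 35 uM ATP and 100 uM galactose in 20 mM HEPES pH 8.0, 5 mM MgCl2, 60 mM NaCl, 1 mM DTT, 0.01% BSA. After 1 h at room temperature, leftover ATP was read by Kinase-Glo Plus luminescence.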
TRPV1 agonist: human TRPV1 agonism; Q8NER1; activation, % at 8.33 µM; 0.19% of 320,000 active; TRPV1-expressing cells, Fluo-8 calcium influx, agonist mode; AID 540275; in the data active = activation above about 80%; inconclusive = between about 30% and that limit; note: 0% is about no effect
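Cells expressing TRPV1 were dye-loaded with Fluo-8 and read kinetically: 10 s baseline, 3 min after compound (agonist portion), then 2 min after EC20 capsaicin (allosteric enhancer portion). Calcium-bound dye fluorescence at 480/520 nm.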
Coupling enz: coupling enzyme interference in Giardia aldolase counter-screen | coupling enzyme system counterscreen, AmpLite Red fluorescence | activity change, negative = inhibition, % at 58.2 µM, hits read low | 0.67% of 290,000 active; in the data active = activity change below about -30%; note: % is set by controls: 0 for no effect and ±100 for the full control effect
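Counterscreen lacking aldolase: glyceraldehyde-3-phosphate coupling-enzyme reagent preincubated 10 min at RT with compound (at 57.5 uM final), then substrate/coupling system with AmpLite Red added; fluorescence read at 525/598 nm after 20 min RT.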
CXXC DNA block: MLL CXXC-DNA interaction inhibition. Q03164. MLL-CXXC / FITC-HOXA9 DNA fluorescence polarization. Potency, µM (series often up to 115 µM), for inactives: at the highest dose activity change, negative = inhibition, hits mostly inhibitors. 0.037% of 290,000 active. AID 2662; active = well fitted inhibition curve with a large enough effect in the polarisation, with a control signal flat, not every such curve was filed as active; inconclusive = small, poorly fitted or top-dose-only effect, or effect the other way, or a change in a side signal; inactive = no such curve, though single readings can be large or run the other way; the % refers to the polarisation; note: potency is the fitted concentration of half-maximal effect
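Steps: dispense CXXC domain solution (7 uM) → pin compounds or unlabeled HOX-A9 DNA control → 5 min ambient → add FLSN-HOX-A9 solution (50 nM) → spin → 30 min ambient → fluorescence polarization. Tris pH 7.5/NaCl/DTT/BSA buffer.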
USP2a block: USP2a (human) protease inhibition; Potency, µM (titrated, usually from 38.3 µM), for the others: top-dose activity change, negative = inhibition, actives largely listed as inhibitors; 0.01% of 330,000 active; O75604; USP2 core, Ub-CHOP2 coupled fluorogenic reporter, 485/531;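 note: potency is the fitted concentration of half-maximal effect; plate controls were DMSO wells for no effect and full inhibition by NEM control for full effect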
Target sequence (O75604 whole entry, looked up): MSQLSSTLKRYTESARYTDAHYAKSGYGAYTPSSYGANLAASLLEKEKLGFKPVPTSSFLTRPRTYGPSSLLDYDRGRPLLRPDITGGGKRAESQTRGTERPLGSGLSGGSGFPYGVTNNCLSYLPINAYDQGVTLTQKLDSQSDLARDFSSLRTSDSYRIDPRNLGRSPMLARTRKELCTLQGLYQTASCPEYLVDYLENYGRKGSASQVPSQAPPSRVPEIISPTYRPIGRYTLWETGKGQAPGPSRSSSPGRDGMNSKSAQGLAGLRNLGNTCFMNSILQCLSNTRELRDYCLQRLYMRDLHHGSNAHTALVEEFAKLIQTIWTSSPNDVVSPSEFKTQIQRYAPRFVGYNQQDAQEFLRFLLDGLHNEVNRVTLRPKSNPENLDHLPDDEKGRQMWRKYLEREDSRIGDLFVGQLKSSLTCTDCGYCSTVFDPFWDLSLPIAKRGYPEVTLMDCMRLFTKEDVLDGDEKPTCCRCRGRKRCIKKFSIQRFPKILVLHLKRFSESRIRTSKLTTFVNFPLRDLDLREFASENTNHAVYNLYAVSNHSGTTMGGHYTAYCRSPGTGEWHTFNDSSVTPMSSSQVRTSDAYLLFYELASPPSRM
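Deubiquitinase activity read as fluorescence (485/531 nm) after Ub-CHOP2 cleavage activates the enterokinase reporter on its substrate; USP2 core 10nM, Ub-CHOP2 and substrate 25nM each, 30min compound preincubation then 60min RT; data normalized to NEM, curves fitted.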
KCNH2 WT inh: KCNH2 (human, wildtype) channel inhibition | Q12809 | U2OS, BacMam KCNH2, thallium flux FluxOr; stronger effect = lower value | activity change, % at 1.84 µM | 0.37% of 340,000 active | AID 720551;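 active = maximum activity change below -70%; inconclusive = maximum activity change between -70% and -50%; inactive = maximum activity change above -50%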; note: % is set by controls: 0 for no effect and ±100 for the full control effect
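U2OS cells were transduced with wild-type KCNH2 virus (2.03 x 10^8 / mL) for 4 h at room temperature, then cultured overnight at 37 C. Thallium flux was read with FluxOr dye. Rate constants were normalized to DMSO controls.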
KCNH2 3.1 block: KCNH2 3.1 (human) potassium channel inhibition | U2OS KCNH2 3.1, thallium flux FluxOr; stronger effect = lower value | activity change, % (tested at about 1.8 µM) | 0.95% of 340,000 active | AID 720553;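 active = maximum activity change below -70%; inconclusive = maximum activity change from -70% to -50%; inactive = maximum activity change above -50%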;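 note: thallium influx rate constant from kinetic fluorescence after stimulation buffer; % is set by controls: 0 for no effect and ±100 for the full control effect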
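Channel expression came from 3.1 mutant virus (1.77 x 10^8 /mL) applied to suspended U2OS cells for 4 h. Flux was tracked with FluxOr dye plus Red40 quencher, and kinetic rate constants normalized to controls.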
Menin-MLL TR inh: displaces Texas Red mutant MLL peptide from human menin; 0.23% of 270,000 active; Menin + Texas Red MLL mutant peptide, fluorescence polarization; AID 1768; Potency, µM (highest dose often 61.6 µM), for inactives: top-dose FP activity change, negative = inhibition, usual class: inhibitors; active = well fitted inhibition curve with a large enough effect in the polarisation, with a control signal flat, not every such curve was filed as active; inconclusive = small, poorly fitted or top-dose-only effect, or effect the other way, or a change in a side signal; inactive = no such curve, though single readings can be large or run the other way; the % refers to the polarisation; note: potency is the fitted concentration of half-maximal effect; % of control where 0% means no effect; many of its hits are not listed in these tables
Giardia killer: Giardia lamblia killing. Giardia lamblia trophozoite viability. activity change, % at 7.66 µM, hits read low. 0.15% of 340,000 active. AID 540267; in the data active = activity change below about -80%; inconclusive = between about -30% and that limit;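 note: parasites exposed to compound for two days anaerobically before the ATP read; % is set by controls: 0 for no effect and ±100 for the full control effect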
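Media and compound were dispensed first, then trophozoites at 100 cells/well; plates sat 48 hrs at 37 deg C without oxygen before ATP luminescence reagent was added and read after 15-30 min at room temperature.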
B2AR arrestin: recruits beta-arrestin to the human beta2-adrenergic receptor. 0.02% of 330,000 active. P07550. Potency, µM (highest dose often 46.1 µM), without a hit: at the highest dose activation, hits mostly activators. beta-arrestin recruitment to beta2AR, cell-based reporter;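 note: potency is the fitted concentration of half-maximal effect; 0% = DMSO controls and full agonism = EC100 isoproterenol or metaproterenol; nearly all actives have a fitted effect of over 65% in size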
Target sequence (P07550 whole entry, looked up): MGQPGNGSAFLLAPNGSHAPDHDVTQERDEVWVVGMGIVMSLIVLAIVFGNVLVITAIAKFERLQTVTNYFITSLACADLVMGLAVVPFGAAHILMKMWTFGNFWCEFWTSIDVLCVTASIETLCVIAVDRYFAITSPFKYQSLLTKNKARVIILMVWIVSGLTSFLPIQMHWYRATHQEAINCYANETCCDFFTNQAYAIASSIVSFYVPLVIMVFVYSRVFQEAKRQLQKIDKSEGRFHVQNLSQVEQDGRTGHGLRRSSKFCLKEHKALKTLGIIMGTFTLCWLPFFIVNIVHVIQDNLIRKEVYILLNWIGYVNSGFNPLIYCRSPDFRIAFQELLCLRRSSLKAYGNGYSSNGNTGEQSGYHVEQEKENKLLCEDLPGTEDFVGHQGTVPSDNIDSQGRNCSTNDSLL
* hit, by the source's call; ? = inconclusive; . = no result given; & = joins results of further samples; [ ] = remark or other dose. Unless noted, calls come from the whole dose curve; as a rule, active = well fitted curve in the direction sought with a large enough effect; inconclusive = small, poorly fitted or top-dose-only effect, or another doubt; inactive = no such curve, though single readings can be large; an effect the other way counts as inactive or inconclusive. The list is partial (hit frequency here may not be typical).

SMILES	PKM2 activator	GALK inhibitor	TRPV1 agonist	Coupling enz	CXXC DNA block	USP2a block	KCNH2 WT inh	KCNH2 3.1 block	Menin-MLL TR inh	Giardia killer	B2AR arrestin
COc1ccc(C(=O)N2CCCC(c3nc(-c4cccs4)no3)C2)cc1OC (stereo not given)	1%	3%	1	2	-1%	0%	-28	8	-12%	13	-1.0%
CCC(=O)Nc1ccc(NC(=O)c2ccccc2)nc1	-8%	-2%	0	0	2%	1%	.	18	3%	-20	0.0%
COc1ccccc1/C=C/C=N/n1c(-c2ccc(Cl)cc2Cl)n[nH]c1=S	-9%	-2%	4	-1	-2%	-9%	0	21	.	32[activator]	-0.5%
NS(=O)(=O)c1ccc(CCNS(=O)(=O)Cc2ccc(Cl)cc2)cc1	6%	5%	5	0	-5%	0%	-28	7	1%	1	0.4%
O=C1NC2(CCSC2)C(=O)N1CC(=O)N(Cc1ccccc1)C1CCS(=O)(=O)C1 (stereo not given)	5%	-3%	-4	4	-5%	2%	-4	-17	.	16	-0.9%
COc1ccc(C(C(=O)NCc2ccccc2)N(C(=O)c2snc(C(N)=O)c2N)C2CCCC2)cc1 (stereo not given)	.	3%	0	-2	-1%	2%	4	-11	-9%	1	-0.3%
COCCN(C(=O)c1ccccc1Oc1ccccc1)c1c(N)n(CC(C)C)c(=O)[nH]c1=O	.	.	0	.	.	-2%	-7	3	.	0	0.1%
O=C(COC(=O)COc1ccccc1[N+](=O)[O-])Nc1ccccc1Br	-15%	-1%	-8	-1	-2%	2%	4	4	6%	-5	-1.0%
CC(=O)N1CCOc2ccc(S(=O)(=O)N(C)c3ccc(C)cc3)cc21	-2%[0.46 µM]	5%	2	1	0%	1%	-7	3	-12%	-10	-0.2%
Cc1ccc(C(=O)Nc2ncccc2C)cc1S(=O)(=O)N1CCCCC1	.	.	0	.	.	0%	-6	3	.	14	-0.2%
CN(C)S(=O)(=O)c1ccc(C(=O)Nc2nnc(-c3cccs3)o2)cc1	1%	9%	-3	1	-14%	-2%	.	-5	3%	-20	0.0%
COc1cccc(/C=N/NC(=O)CCC(=O)Nc2ccc(Br)cc2)c1	.	1%	10	0	-5%	4%	1	-16	?	33[activator]	0.4%

Reprinted at random: two compounds from above.
SMILES	PKM2 activator	GALK inhibitor	TRPV1 agonist	Coupling enz	CXXC DNA block	USP2a block	KCNH2 WT inh	KCNH2 3.1 block	Menin-MLL TR inh	Giardia killer	B2AR arrestin
COc1ccc(C(=O)N2CCCC(c3nc(-c4cccs4)no3)C2)cc1OC (stereo not given)	1%	3%	1	2	-1%	0%	-28	8	-12%	13	-1.0%
CN(C)S(=O)(=O)c1ccc(C(=O)Nc2nnc(-c3cccs3)o2)cc1	1%	9%	-3	1	-14%	-2%	.	-5	3%	-20	0.0%

(further entries)
SMILES	PKM2 activator	GALK inhibitor	TRPV1 agonist	Coupling enz	CXXC DNA block	USP2a block	KCNH2 WT inh	KCNH2 3.1 block	Menin-MLL TR inh	Giardia killer	B2AR arrestin
CCn1ccnc1CN(C)C(=O)C1CCC(=O)N(Cc2cccc(F)c2)C1 (stereo not given)	.	2%	2	1	0%	-1%	-1	-26	-2%	13	0.1%
COc1ccc(C(=O)NNC(=S)NC(=O)/C=C/c2cccs2)cc1	-25%	0%	6	1	-8%	9%	0	21	7%	-8	0.1%
Cc1cc(C)c(N(C(=O)c2csnn2)C(C(=O)NC2CCCC2)c2ccncc2)c(C)c1 (stereo not given)	.	4%	1	1	4%	-1%	-11	5	.	10	-0.3%
COc1cccc(CC(=O)N(CCC2=CCCCC2)c2c(N)n(Cc3ccccc3)c(=O)[nH]c2=O)c1	.	.	2	.	.	1%	-2	1	.	-8	-1.0%
COC(=O)c1c(NC(=O)c2ccco2)sc(C(=O)N(C)C)c1C	8%	-3%	5	0	9%	-2%	-1	14	-8%	20	-0.9%
CCN(CC)S(=O)(=O)c1ccc(C(=O)NCC2(N3CCOCC3)CCCCC2)cc1	.	.	2	.	.	4%	4	12	.	-9	0.1%
Nc1c(-c2ccccc2)cnn1-c1ccc(C(=O)O)cc1	-5%	3%	1	7	7%	0%	-1	-5	0%	-18	0.1%
O=S1(=O)CCOC[C@H](CC2CCCCC2)N1Cc1ccccc1F	1%	.	1	0	-3%	1%	3	7	-8%	12	-0.7%
O=c1nc(N2CCOCC2)nc(N/N=C/c2ccc3c(c2)OCO3)[nH]1	-1%	2%	22	1	-3%	0%	7	10	-7%	17	4.3%
CCCCC(=O)Nc1ccccc1C(C)C	-1%	1%	-1	2	-3%	1%	.	.	-17%	.	-0.9%
COC(C[C@@H]1O[C@@H]1[C@H](O)COCc1ccccc1)OC	0%	-1%	8	-2	10%	-1%	-14	22	.	1	-0.4%
COc1ccc(-c2[nH]ncc2CN2CCC(OCc3ccccc3)CC2)c(F)c1	0%	1%	1	6	2%	0%	57	12	-8%	6	0.2%
COc1ccc(-c2nc(-c3ccncc3)no2)cc1	.	2%	14	3	16%	5%	-1	?	13%	-3	-0.9%
Cc1ccccc1NC(=O)N1CCc2ccccc2C1	1%	10%	2	-2	0%	1%	5	12	11%	17	0.2%
Cc1cc(C)nc(N/C(=N\S(=O)(=O)Cc2ccccc2)Nc2ccc(F)c(Cl)c2)n1	-1%	.	2	-3	-2%	1%	5	2	8%	6	-0.5%
N/C(=N\OC(=O)Cc1ccccc1[N+](=O)[O-])c1ccncc1	1%	0%	0	2	11%	1%	-3	-16	10%	-12	-0.1%
COc1ccc(C(=O)CN(CCC(=O)O)S(=O)(=O)c2ccc([N+](=O)[O-])cc2)cc1	.	.	-2	.	.	3%	-8	8	.	2	0.0%
CC(OC(=O)c1ccccn1)C(=O)Nc1ccc(C(F)(F)F)cc1 (stereo not given)	.	.	7	.	.	1%	-1	-10	.	-8	-1.0%
Cc1ccc(NC(=O)COC(=O)CCC(=O)c2ccc(Cl)cc2)cc1S(=O)(=O)N(C)C	2%	0%	2	0	10%	3%	-5	5	-4%	7	-0.4%
CCN(C(=O)c1cnc(OC)cc1C(F)(F)F)c1ccc(Cl)cc1	-3%	6%	17	0	4%	2%	15	-2	.	-3	0.2%
O=C(OC(C(=O)NCc1ccco1)C(OC(=O)c1ccccc1)C(=O)NCc1ccco1)c1ccccc1 (stereo not given)	6%	2%	-4	1	2%	5%	3	-11	-11%	4	-0.4%
O=C(CCCCCNC(=O)c1ccccc1)C[N+](=O)[O-]	6%	-6%	-2	-1	0%	3%	-5	9	-12%	16	-0.7%
CCCCc1ccc(NC(=O)COc2ccc(C(=O)Nc3ccccc3OC)cc2)cc1	5%	1%	1	0	-4%	6%	.	.	11%	.	-0.4%
O=S1(=O)N=C(Nc2ccc(N3CCOCC3)c(Cl)c2)c2ccccc21	-11%	-3%	?	-1	?	0%	12	26	?	12	0.0%
Cc1ccc(C)c(NC(=O)COC(=O)CCc2ccc(S(=O)(=O)N3CCOCC3)cc2)c1	16%	13%	1	-1	-4%	-2%	3	-1	-12%	13	-0.1%
Nn1nnc2ccccc21	-5%	4%	0	2	4%&9%	-1%	6	15	0%	-26	-0.1%
CC(NC(=O)Nc1ccc(F)cc1F)c1ccc2c(c1)OCO2 (stereo not given)	0%	2%	?	0	-4%	0%	3	-6	2%	-21	-0.1%
O=C(NCc1cccnc1)c1nc(-c2ccc(C(F)(F)F)cc2)no1	-1%	3%	?	0	3%	-1%	-22	.	0%	6	0.0%
COc1ccc(C(NC(=O)/C=C/c2ccco2)c2ccc(OC)c(OC)c2)cc1 (stereo not given)	12%	0%	3	1	11%	-3%	2	-4	-6%	-1	3.7%
COC(=O)c1c(C(=O)OC)c(-c2cccc(C)c2)n2c1CS(=O)C2 (stereo not given)	-5%	0%	-2	0	?	0%	-1	-20	20%	0	-0.9%
CSc1nnc(-c2cccn(Cc3ccccc3)c2=O)o1	3%	0%	7	1	3%	2%	18	18	-1%	-5	0.1%
CS(=O)(=O)N(CC(=O)N1CCN(c2cccc(Cl)c2)CC1)C1CCCCC1	-5%	0%	13	3	5%	1%	3	-5	-1%	1	-0.3%
O=C(OCC(=O)N1CCCC1=O)c1cccc(S(=O)(=O)N2CCOCC2)c1	-1%	4%	-6	.	-11%	1%	-8	3	.	-8	-0.2%
CSc1nc(N(C)C)c2ccccc2n1	-2%	-1%	-3	0	12%	2%	-17	7	7%	-7	-0.1%
COc1ccc(N(CC(=O)Nc2ccccc2C(=O)NCCc2ccccc2)S(C)(=O)=O)cc1OC	0%	-1%	4	0	0%	0%	-19	-23	-3%	13	0.2%
COc1cccc(C2CCCN2Cc2nc(CC3CC3)no2)c1 (stereo not given)	-7%	4%	8	4	1%	0%	-1	-15	-18%	-8	-1.4%
